GLP-1R inv ag = GLP-1 receptor (human) inverse agonism | 410,000 compounds, 1.6% hits | Potency, µM (titrated, usually from 38.3 µM), for inactives: top-dose activity change, negative = inhibition, actives largely listed as inhibitors | HEK293 GLP-1R CRE-luciferase, luminescence, 24 h; GLP-1R form is constitutively active | P43220; also: potency is read from the fitted curve at half-maximal effect; % is scaled to controls: 0 for no effect and ±100 for the full control effect; nearly all actives have a fitted effect of over 55% in size
Target sequence (P43220 whole entry, looked up): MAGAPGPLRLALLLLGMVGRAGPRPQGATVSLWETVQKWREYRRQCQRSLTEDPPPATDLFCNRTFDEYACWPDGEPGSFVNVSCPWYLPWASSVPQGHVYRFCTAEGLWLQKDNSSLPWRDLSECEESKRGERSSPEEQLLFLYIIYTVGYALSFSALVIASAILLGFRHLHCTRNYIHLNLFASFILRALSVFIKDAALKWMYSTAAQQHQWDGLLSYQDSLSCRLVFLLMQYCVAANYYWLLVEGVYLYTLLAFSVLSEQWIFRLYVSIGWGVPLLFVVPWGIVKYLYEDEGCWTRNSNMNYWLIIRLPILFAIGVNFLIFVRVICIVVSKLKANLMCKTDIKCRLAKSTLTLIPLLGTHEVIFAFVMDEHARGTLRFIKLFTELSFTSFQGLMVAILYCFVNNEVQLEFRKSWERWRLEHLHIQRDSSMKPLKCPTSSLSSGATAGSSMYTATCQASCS
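Inverse agonists were sought by their lowering of basal cAMP reporter luciferase output in HEK293 cells stably carrying constitutively active human GLP-1R, after 24 h compound treatment.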
FUS yeast rescue = suppressors of FUS proteinopathy in yeast | Potency, µM (titrated, usually from 76.6 µM), for inactives: at the highest dose growth rescue (activation), usual class: activators | S. cerevisiae FUS-expressing, growth rescue, OD600, 24 h | 390,000 compounds, 0.24% hits;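 also: potency is read from the fitted curve at half-maximal effect; plate controls were DMSO vehicle for no effect and reference control for full effect; nearly all actives have a fitted effect of over 55% in size; some results filed as inactive show a strong effect at the top dose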
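Quantitative HTS measuring growth restoration of FUS-toxic yeast. Galactose-induced cells (OD 0.005) were exposed 24hr at 30C to compounds at several concentrations, then absorbance at 600 nm was recorded.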
D3 antag = blocks the human D3 dopamine receptor | D3R cells, DiscoveRx beta-arrestin luminescence, antagonist mode; hits give low values | max response, negative = inhibition, % | 360,000 compounds, 2.5% hits | AID 652054; in the data active = max response below about -50%; inconclusive = no clear call, values can overlap the other calls; also: % is scaled to controls: 0 for no effect and ±100 for the full control effect; mostly tested at two doses, the higher about 12 µM
Target sequence (P35462 whole entry, looked up): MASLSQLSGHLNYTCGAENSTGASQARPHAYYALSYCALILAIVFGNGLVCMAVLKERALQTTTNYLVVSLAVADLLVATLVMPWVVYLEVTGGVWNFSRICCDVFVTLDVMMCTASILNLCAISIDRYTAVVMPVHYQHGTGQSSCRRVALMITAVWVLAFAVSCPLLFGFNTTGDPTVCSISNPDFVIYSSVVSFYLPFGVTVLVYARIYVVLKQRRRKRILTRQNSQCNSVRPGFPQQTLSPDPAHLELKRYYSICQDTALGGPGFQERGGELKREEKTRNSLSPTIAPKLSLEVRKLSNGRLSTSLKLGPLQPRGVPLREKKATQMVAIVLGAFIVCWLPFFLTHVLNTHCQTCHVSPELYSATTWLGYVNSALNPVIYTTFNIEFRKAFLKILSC
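Cells expressing the human receptor were seeded at 1500 cells/well, incubated overnight at 37 degrees C in 5% CO2, then exposed to library compounds with dopamine controls for 90 minutes at 37 degrees C before luminescent detection.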
GLP-1R agonist = agonists of human GLP-1 receptor | P43220 | HEK293 GLP-1R CRE-luciferase, luminescence, 4-6 h; cells express a hypersensitive GLP-1R form | Potency, µM (doses to about 45.6 µM), for the others: at the highest dose activation, hits mostly activators | 380,000 compounds, 0.007% hits | AID 624172; also: potency is read from the fitted curve at half-maximal effect; % of control where 0% means no effect
aSyn yeast inh = inhibitors of alpha-synuclein toxicity in yeast | 370,000 compounds, 0.14% hits | Potency, µM (highest dose often 46.1 µM), for inactives: at the highest dose growth rescue (activation), usual class: activators | Yeast expressing alpha-synuclein, growth rescue, BacTiter-Glo, 24 h; also: potency is read from the fitted curve at half-maximal effect; % of control where 0% means no effect; nearly all actives have a fitted effect of over 65% in size
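Galactose-induced alpha-syn yeast (OD600=0.02, raffinose-pregrown) + pinned cpd, 24 hr, 30 deg C; growth by BacTiter-Glo luminescence. Growth restoration scores as activation.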
Akt phos inh = blocks phosphorylation of Akt | Neuro2A IGF-stimulated pAkt S473 HTRF, 20 min; hits give low values | activity change, % for hits at 50 µM | 360,000 compounds, 0.32% hits; in the data active = activity change below about -80%; inconclusive = mostly about -51% to -80%; also: % is scaled to controls: 0 for no effect and ±100 for the full control effect
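Neuro2A cells in DMEM with 0.5% FBS, overnight at 37 deg C, given compound at single 50 µM final, then IGF (6 nM final) for 20 min at 37 deg C. Lysed; phospho-Akt Ser473 by HTRF after 24 h, 665/615 ratio.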
TDP-43 yeast inh = rescues yeast growth from TDP-43 toxicity; Potency, µM (series often up to 46.1 µM), inactives show at the top dose growth rescue (activation), actives largely listed as activators; TDP-43 expressing yeast growth rescue, BacTiter-Glo, 24 h; 410,000 compounds, 1.8% hits; also: potency is read from the fitted curve at half-maximal effect; % of control where 0% means no effect; nearly all actives have a fitted effect of over 50% in size
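Cell-based yeast growth screen: TDP-43 expression induced in galactose, inoculum OD600=0.02 after raffinose pregrowth to mid-log. Read-out BacTiter-Glo luminescence at 24 hr, 30 deg C; inhibition of toxicity seen as signal increase.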
Abeta yeast res = A-beta toxicity reversal in yeast; yeast expressing A-beta42, growth rescue, OD600, 48 h; response scale: 0% DMSO, 100% iron-clioquinol control; Potency, µM (highest dose often 46.1 µM), inactives show top-dose growth rescue, usual class: activators; 410,000 compounds, 0.063% hits; AID 1347071; also: potency is read from the fitted curve at half-maximal effect; nearly all actives have a fitted effect of over 55% in size
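Yeast growth medium received pinned compounds, then yeast cells expressing toxic A-beta were added; plates incubated at 30 C for 48 hr. Growth read as absorbance at 600 nm, normalized to DMSO and equimolar FeCl3 plus clioquinol controls.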
PTHR1 ag = PTHR1 (human) receptor agonism; 410,000 compounds, 0.075% hits; Q03431; Potency, µM (doses to about 115 µM), without a hit: at the highest dose activation, actives largely listed as activators; HEK293 GP2 PTHR1 cells, GloSensor cAMP luminescence, 1 h; also: potency is read from the fitted curve at half-maximal effect; nearly all actives have a fitted effect of over 55% in size; some results filed as inactive show a strong effect at the top dose; inactives centre near -15; many of its hits are not listed in these tables
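HEK-293-derived GP2 cells expressing PTHR1 and a GloSensor cAMP reporter, 3,000/well, plated overnight, given luciferin plus IBMX (each 0.5 mM as added) for 1 h at 37 °C, then compound for 1 h at 37 °C. Luminescence was read after 15 min at room temperature.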
* = called active by the depositor; i = inactive; u = inconclusive; x = no result given; [ ] = remark or other dose. Unless noted, calls follow the shape of the dose curve; as a rule, active = well fitted curve in the direction sought with a large enough effect; inconclusive = small, poorly fitted or top-dose-only effect, or another doubt; inactive = no such curve, though single readings can be large; an effect the other way counts as inactive or inconclusive. Some of the compounds tested; the hit share may differ from the screen's.

SMILES	GLP-1R inv ag	FUS yeast rescue	D3 antag	GLP-1R agonist	aSyn yeast inh	Akt phos inh	TDP-43 yeast inh	Abeta yeast res	PTHR1 ag
CCOC(=O)c1[nH]c(=S)n(Cc2ccccc2)c1C(=O)OCC	-24%	13%	-11	3%	-15%	i	-6%	u	u
CCCS(=O)(=O)NC(=O)C1(C)CCCN(C(=O)c2cc(-c3cccs3)oc2C)C1 (stereo unspecified)	20%	4%	24	0%	3%	i	13%	2%	i
Cn1cc(/C=C(\C#N)C(=O)Nc2ncc(Cc3ccc(Cl)cc3)s2)c2ccccc21	10%	u	u	7%	0%	i	-16%	-6%	i
Cc1oc(-c2ccc(Cl)cc2)nc1CN1CCCC(C(=O)N2CCN(C(=O)c3ccco3)CC2)C1 (stereo unspecified)	u	-6%	-17	5%	4%	i	-8%	2%	-83%[inhibitor]
COc1cccc(CN2CC(O)=C(c3nc(-c4ccc(Cl)cc4)cs3)C2=N)c1	-1%	-3%	-18	-20%	-6%	x	-8%	-1%	i
CCCCCC(=O)Nc1ccc(Cl)cn1	2%	-5%	5	-5%	-6%	x	-12%	18%	i
CCn1cc(/C=C(\NC(=O)c2ccccc2Cl)C(=O)NCCCn2ccnc2)c2ccccc21	u	-7%	x	-1%	-2%	x	-4%	-14%	0%
Cc1ccc(NC(=O)c2cc(N3C(=O)C4CCCCC4C3=O)ccc2N2CCOCC2)cc1 (stereo unspecified)	-2%	34%	-12	2%	7%	i	21%	u	-13%
O=C(C[C@H]1C[C@H](C(=O)N2CCOCC2)[C@@]2(CCC3CCCC3)c3[nH]c4cc(-c5ccco5)ccc4c3CCN2C1=O)NCCc1ccccn1	u	u	-29	-1%	-13%	i	13%	-1%	-18%
COc1ccc(OCCCC(=O)NNC(=O)c2ccncc2)cc1	8%	3%	5	1%	-2%	i	6%	5%	i
COc1ccsc1C(=O)Nc1ccc(F)cc1F	4%[7.66 µM]	-2%	-1	6%	-1%	i	11%[9.22 µM]	-14%	i
CSc1ccc(Cl)c(C(=O)NNC(=O)c2cccs2)c1	9%	4%	0	16%	-3%	i	3%	8%	i
O=c1c2ccccc2c2ccccc2c(=O)n1Cc1ccc2c(c1)OCO2	-24%	16%	2	9%	-6%	i	9%	3%	-9%
CC(=O)c1c(N2CCN(C)CC2)[nH]c(-c2ccccc2)nc1=S	u	30%	u	7%	-7%	i	-4%	-22%	i
CC(C)CCSc1nc2c(c(=O)[nH]c(=O)n2C)n1CCc1ccccc1	31%[activator]	-14%	15	3%	-10%	i	18%	15%	i
Cc1ccc(NC(=O)CCSc2nnnn2-c2ccc3c(c2)OCO3)cc1C	u	3%	-10	-5%	14%	i	18µM*	-4%	-39%[inhibitor][57.5 µM]
CC(NC(=O)[C@H](C)N1C(=O)N2CCc3c([nH]c4ccccc34)[C@@]2(C)C1=O)c1ccccc1 (stereo partly specified)	u	u	-23	3%	3%	i	20%	14%	-27%
O=C(O)CC/C(=N/Nc1ccc([N+](=O)[O-])cc1)C(=O)O	u	1%	-13	-2%	10%	i	4%	-28%	i
CN1CCN(C(=O)c2ccccc2NC(=O)c2sc3ccccc3c2Cl)CC1	-23%	6%	22	16%	1%	i	13%	14%	-28%
O=C(O)CCCCCNS(=O)(=O)/C=C/c1ccccc1	14%[7.66 µM]	13%	8	-2%	6%	i	7%[9.22 µM]	2%	i
CCN(CC)S(=O)(=O)c1cc([N+](=O)[O-])ccc1N=Nc1c(O)n(C)c2ccccc12	20%	-13%	3	-2%	-1%	i	9%	17%	i
Cn1c(C(=O)N[C@@H](Cc2ccccc2)C(=O)O)cc2cc(F)ccc21	5%	-25%	22	-1%	6%	i	-1%	-3%	i
CC12CC(O)C3C(CCC4=CC(=O)CCC43C)C1CCC2=CCO (stereo unspecified)	46%[activator]	18%	1	9%	1%	i	-13%	u	i
Cc1cc(C)cc(NC(=O)Nn2cnnc2)c1	4%	15%	-4	-5%	-7%	i	12%	6%	-8%
O=c1c2ccccc2nnn1-c1ccccc1	15%	x	1	0%	-3%	i	-23%	5%	i
CCOC(=O)c1c(C)[nH]c(C)c1S(=O)(=O)N1CCC(C(=O)N2CCN(c3ccccc3)CC2)CC1	5%	36%	x	x	x	x	u	-15%	i
S=C(Nc1cccnc1)NC1CC2CCC1C2 (stereo unspecified)	u	2%	3	2%	-5%	i	-4%	7%	i
O=C(Oc1ccc(-c2cnc3ccccc3n2)cc1)c1cccc([N+](=O)[O-])c1	7%	9%	-8	0%	7%	i	1%	16%	-19%[57.5 µM]
CCOC(=O)c1c(NC(=O)CN2C(=O)NC(C)(c3ccccc3)C2=O)sc(C)c1C (stereo unspecified)	u	44%	2	10%	8%	i	8%	11%	-34%[inhibitor]
CN(C)/C=C/C(=O)c1c(F)cccc1F	0%	11%	11	-1%	2%	i	17%	8%	i
Nc1c(Cl)cnn(-c2ccccc2)c1=O	15%	-27%	3	8%	-1%	i	15%	-89%[inhibitor]	i
CN(C(=O)C1CCN(S(=O)(=O)c2cccc3nonc23)CC1)C1CCCCC1	-17%	14%	-25	10%	-8%	i	1%	-16%	-24%
COc1ccc(Cl)cc1S(=O)(=O)N1CCC(C(=O)NCCC2=CCCCC2)CC1	u	x	11	-2%	12%	i	29%	14%	i
COc1ccc(-c2nnc(SCC(=O)Oc3cc(C)ccc3C)o2)cc1	3%	-18%	x	x	x	x	17%	-2%	9%
CCc1ccc2nc(N3CCN(C(=O)c4ccccc4)CC3)sc2c1	-20%	7%	x	x	x	x	11µM*	-1%	-28%
Cc1nc2nc(-c3ccccc3)nn2c(C)c1Cl	0%	x	21	2%	0%	i	18%	0%	-36%[inhibitor]

3 of the compounds above, with values under each structure:
Values run as follows: GLP-1R inv ag, FUS yeast rescue, D3 antag, GLP-1R agonist, aSyn yeast inh, Akt phos inh, TDP-43 yeast inh, Abeta yeast res, PTHR1 ag
> O=c1c2ccccc2c2ccccc2c(=O)n1Cc1ccc2c(c1)OCO2
  -24%, 16%, 2, 9%, -6%, i, 9%, 3%, -9%
> COc1cccc(CN2CC(O)=C(c3nc(-c4ccc(Cl)cc4)cs3)C2=N)c1
  -1%, -3%, -18, -20%, -6%, x, -8%, -1%, i
> CC(=O)c1c(N2CCN(C)CC2)[nH]c(-c2ccccc2)nc1=S
  u, 30%, u, 7%, -7%, i, -4%, -22%, i

More results.
SMILES	GLP-1R inv ag	FUS yeast rescue	D3 antag	GLP-1R agonist	aSyn yeast inh	Akt phos inh	TDP-43 yeast inh	Abeta yeast res	PTHR1 ag
CCOC(=O)c1c(NC(=O)COc2ccc(Br)cc2)sc2c1CCCC2	8%	1%	x	x	x	x	14%	-10%	i
C[C@@H](NC(=O)c1[nH]cnc1C(=O)Nc1nccs1)c1ccccc1	28%	-13%	-4	0%	-10%	i	u	1%	-31%[inhibitor]
Cc1ccc(S(=O)(=O)N2CCN(C(=O)CC(C)n3cncn3)CC2)cc1 (stereo unspecified)	14%	20%	5	8%	0%	i	-2%	-3%	-4%
Nc1ncnc2c1CN(Cc1ccccc1)CC2	1%	-7%	0	8%	-10%	i	-9%	7%	-2%
FC(F)(F)c1ccccc1Cc1c(C2CCCCC2)nc2ccc(Br)cn12	u	4%	-8	5%	-39%[inhibitor]	i	u	-25%	-8%
CCCCNC(=O)Nc1c(C(=O)OC)[nH]c2ccc(C)cc12	6%	-15%	14	9%	0%	i	17%	1%	-14%
Nc1nonc1-n1nnc(C(=O)N/N=C/c2ccncc2)c1CSc1ccc(Cl)cc1	3%	-11%	59	3%	2%	i	-4%	14%	-25%
CC(NS(=O)(=O)c1ccc2c(c1)CC(=O)N2C)c1ccccc1 (stereo unspecified)	5%	18%	2	0%	-2%	i	0%	10%	i
O=C(NC1CCCCCC1)c1cc2c(Cl)nc3ccccc3c2s1	14%	-24%	x	3%	x	x	-3%	-11%	20%
Cc1ccc(N=Cc2cc(C)n(C3CCCC3)c2C)cc1	74%[activator]	27%	26	8%	1%	i	-17%	-3%	i
COc1cc(C(C)=O)ccc1OCC(=O)OCC(=O)c1cc(C)n(CC2CCCO2)c1C (stereo unspecified)	2%	22%	21	1%	0%	i	19%	-2%	u
COc1ccc(NC(=O)Cn2nnc(-c3ccc(CN4CCOCC4)cc3)n2)c(OC)c1	0%	13%	0	8%	u	i	-11%	1%	i
O=C(CN1CCN(Cc2ccccc2F)CC1)Nc1ccccc1Cl	u	-3%	1	-2%	0%	i	-2%	-4%	i
COc1cc(/C=C(\C#N)c2ccccn2)ccc1OCC(=O)Nc1cccc(C(F)(F)F)c1	8%	x	19	0%	-4%	i	-2%	-9%	-9%
CC(=O)Nc1ccc(SC[C@H](Cc2ccccc2)N2CCN(CC(C)C)CCC2=O)cc1	-5%	-22%	-14	-2%	1%	i	-5%	-5%	-23%
CCOC(=O)CC1C(C(=O)OCC)ON2OC(C(=O)OC)C(C(=O)OCC)C12 (stereo unspecified)	18%	-10%	7	0%	-11%	i	22%	-10%	i
CCOc1ccc(C(C)NC(=O)c2ccccc2OCc2c(C)noc2C)cc1OCC (stereo unspecified)	36%[activator]	x	-15	u	-1%	i	-8%	0%	-71%[inhibitor]
O=C(C[n+]1ccc(/C=N/O)cc1)N1CCCCC1	-6%	-13%	-10	-1%	-2%	i	-6%	0%	-22%
N#Cc1c(NC(=O)CSc2ncnc3sccc23)oc(-c2ccco2)c1-c1ccco1	41%[activator]	30%	10	-2%	11%	i	11%	-1%	-10%[57.5 µM]
ClCc1nc2ccccc2n1Cc1ccccc1	-16%	-6%	-8	-5%	0%	i	u	-6%	-2%
CCOC(=O)/C(C#N)=C/c1c(Oc2cccc(C)c2)nc2c(C)cccn2c1=O	8%	x	-20	-9%	6%	i	14%	2%	i

Assay outcomes as filed in PubChem BioAssay.
